# NCI-60 one-dose screen, 48 h, at 10 µM unless noted. Numbers give growth in % (100 = growth as untreated, 0 = no growth, -100 = all killed).
# TK-10: TK-10 renal cancer cells; actives 3.9% (n = 81,000); active = growth percent below 10
# The depositor's hits bear a star; & = joins results of further samples; ! = repeats disagree; [ ] = dose if it differs, or a comment.
# The first 23 entries as a preview:
SMILES,TK-10
O=C(Nc1ccc(Cl)cc1C(F)(F)F)C(=O)Nn1c(=S)[nH]c2ccccc2c1=O,96.1&164.4[100 µM]
Cc1ccc(/C=N/Nc2nc3ccccc3s2)s1,8.4*![100 µM]
COc1c2c(c3c(c1OC)c(=O)c1ccccc1n3C)OCO2,74.8[100 µM]
Nc1c(N2CCCCC2)c(=O)nc2[nH]/c(=C\c3ccco3)c(=O)n12,74.8&86.7[100 µM]
COc1ccc(OC)c(NC(=O)C(=O)Nn2c(=S)[nH]c3ccccc3c2=O)c1,67.8&136.6[100 µM]
Cc1nc2c(=O)n(-c3ccccc3)c3ccccc3c2o1,87.5&99.3[100 µM]
ClC(Cl)(Cl)C1CCOC1n1nnc2ccccc21 (stereo not given),16.8&73.0[100 µM]
COc1cc2c(cc1O)Cc1c-2[n+](C)cc2cc(OC)c(OC)cc12,4.9*![100 µM]
O=C1C=CC=C/C1=C1\N=C(c2ccccc2OCC(=O)c2ccc(Br)cc2)SS1,57.6&65.8[100 µM]
CC(=N\N)/C(C)=N/N=C(C)/C(C)=N/N=C(C)/C(C)=N/N=C(C)/C(C)=N/N,89.7&106.6[100 µM]
NC(=O)NNC(=O)c1nc[nH]c1[N+](=O)[O-],103.7&115.2[100 µM]
N#Cc1ccc(Nc2nc3nc[nH]c3c(=O)[nH]2)cc1,21.9&106.9[100 µM]
Cn1nc2ccc([N+](=O)[O-])c(Cn3nnc4ccccc43)c2n1,93.4&77.6[100 µM]
Cn1c2c(c3ccccc3c1=O)C(=O)c1ccccc1-2,-100.0*[100 µM]
COC(=O)C(/C(=N/NC(N)=O)C(=O)Nc1ccc(C)cc1)c1nc2ccc([N+](=O)[O-])cc2[nH]c1=O (stereo not given),43.2&111.5[100 µM]
COc1ccc2cc1Oc1ccc(cc1)C[C@@H]1c3cc(c(OC)cc3CCN1C)Oc1c(OC)c(OC)cc3c1[C@H](C2)N(C)CC3,-100.0*![100 µM]
CNC(=O)C1CCC(=O)N1CN(C(C)=O)c1ccccc1 (stereo not given),103.4&76.4[100 µM]
COc1cc([N+](=O)[O-])c(OC)c2c(Nc3ccc(S(=O)(=O)O)c4cc(S(=O)(=O)O)cc(S(=O)(=O)O)c34)cc(C)nc12,-100.0*[100 µM]
Cc1ccc(/C=N/NC2=NCCN2)s1,88.9&103.8[100 µM]
C=C1C(=O)O[C@@H]2C[C@@]3(C)CC(=O)C=C(C)[C@@H]3C[C@H]12,-78.7*[100 µM]
CCCCCCCCC#CCCCCCCC(F)C(=O)O (stereo not given),101.0&89.7[100 µM]
CCOC(=O)/C(C(N)=O)=C(/O)c1cnccn1,98.5&92.8[100 µM]
CCc1n[nH]c(=O)n1NC(=O)/C=C\C(=O)O,110.5&103.5[100 µM]

# Results, repeating the preview:
SMILES,TK-10
O=C(Nc1ccc(Cl)cc1C(F)(F)F)C(=O)Nn1c(=S)[nH]c2ccccc2c1=O,96.1&164.4[100 µM]
Cc1ccc(/C=N/Nc2nc3ccccc3s2)s1,8.4*![100 µM]
COc1c2c(c3c(c1OC)c(=O)c1ccccc1n3C)OCO2,74.8[100 µM]
Nc1c(N2CCCCC2)c(=O)nc2[nH]/c(=C\c3ccco3)c(=O)n12,74.8&86.7[100 µM]
COc1ccc(OC)c(NC(=O)C(=O)Nn2c(=S)[nH]c3ccccc3c2=O)c1,67.8&136.6[100 µM]
Cc1nc2c(=O)n(-c3ccccc3)c3ccccc3c2o1,87.5&99.3[100 µM]
ClC(Cl)(Cl)C1CCOC1n1nnc2ccccc21 (stereo not given),16.8&73.0[100 µM]
COc1cc2c(cc1O)Cc1c-2[n+](C)cc2cc(OC)c(OC)cc12,4.9*![100 µM]
O=C1C=CC=C/C1=C1\N=C(c2ccccc2OCC(=O)c2ccc(Br)cc2)SS1,57.6&65.8[100 µM]
CC(=N\N)/C(C)=N/N=C(C)/C(C)=N/N=C(C)/C(C)=N/N=C(C)/C(C)=N/N,89.7&106.6[100 µM]
NC(=O)NNC(=O)c1nc[nH]c1[N+](=O)[O-],103.7&115.2[100 µM]
N#Cc1ccc(Nc2nc3nc[nH]c3c(=O)[nH]2)cc1,21.9&106.9[100 µM]
Cn1nc2ccc([N+](=O)[O-])c(Cn3nnc4ccccc43)c2n1,93.4&77.6[100 µM]
Cn1c2c(c3ccccc3c1=O)C(=O)c1ccccc1-2,-100.0*[100 µM]
COC(=O)C(/C(=N/NC(N)=O)C(=O)Nc1ccc(C)cc1)c1nc2ccc([N+](=O)[O-])cc2[nH]c1=O (stereo not given),43.2&111.5[100 µM]
COc1ccc2cc1Oc1ccc(cc1)C[C@@H]1c3cc(c(OC)cc3CCN1C)Oc1c(OC)c(OC)cc3c1[C@H](C2)N(C)CC3,-100.0*![100 µM]
CNC(=O)C1CCC(=O)N1CN(C(C)=O)c1ccccc1 (stereo not given),103.4&76.4[100 µM]
COc1cc([N+](=O)[O-])c(OC)c2c(Nc3ccc(S(=O)(=O)O)c4cc(S(=O)(=O)O)cc(S(=O)(=O)O)c34)cc(C)nc12,-100.0*[100 µM]
Cc1ccc(/C=N/NC2=NCCN2)s1,88.9&103.8[100 µM]
C=C1C(=O)O[C@@H]2C[C@@]3(C)CC(=O)C=C(C)[C@@H]3C[C@H]12,-78.7*[100 µM]
CCCCCCCCC#CCCCCCCC(F)C(=O)O (stereo not given),101.0&89.7[100 µM]
CCOC(=O)/C(C(N)=O)=C(/O)c1cnccn1,98.5&92.8[100 µM]
CCc1n[nH]c(=O)n1NC(=O)/C=C\C(=O)O,110.5&103.5[100 µM]
CCOc1cc2c(cc1O)/C(=N/NS(=O)(=O)c1ccc(C)cc1)C[C@@H]1[C@@H]2CC[C@]2(C)[C@@H](O)CC[C@@H]12,-22.6*[100 µM]
COC(=O)C(=O)C(C(=O)C(=O)Nc1ccc([N+](=O)[O-])cc1[N+](=O)[O-])c1nc2ccc(Cl)cc2[nH]c1=O (stereo not given),57.3&77.5[100 µM]
# (continued)
SMILES,TK-10
O=C1CCC2c3ccccc3NCN12 (stereo not given),102.4&93.3[100 µM]
Cc1ccc(OCC2OC(n3cnc4c(Cl)nc(Nc5cc(Cl)cc(Cl)c5)nc43)CC2Oc2ccc(C)cc2)cc1 (stereo not given),114.7&133.5[100 µM]
CCCCCCCCCC(=O)CC(=O)c1c(O)cc(O)cc1O,-1.9*![75 µM]
C#CCOC(=O)C(N)CCSC (stereo not given),108.6&116.9[100 µM]
COc1cc2c3cc1Oc1c(OC)c(OC)cc4c1C(Cc1ccc(O)c(c1)-c1cc(ccc1OC)CC3N(C)CC2)N(C)CC4 (stereo not given),-97.0*[100 µM]
C=C1C(=O)OC2/C=C(\CO)C(OC(C)=O)CC(O)/C(C)=C/C(OC(=O)C(C)CC)C12 (stereo not given),-92.0*[100 µM]
COC(=O)c1cnn2c1n[n+]([O-])c1ccccc12,78.8&126.4[100 µM]
COc1ccc(/C=C2\N=C(N/N=C\C(O)C(O)C(O)C(O)CO)NC2=O)cc1 (stereo not given),21.5&97.1[100 µM]
CC(C)=CCC/C(C)=C/CC/C(C)=C/CSc1ccc(Cl)cc1C(=O)O,-67.3*![100 µM]
C=C1CC(O)C2C(=C)C(=O)OC2C2C(C)C(=O)CC12 (stereo not given),-97.0*[100 µM]
COC(=O)C(=O)C(C(=O)OC)C(=O)C(=O)Nc1c(Cl)cc([N+](=O)[O-])cc1Cl (stereo not given),103.5&103.5[100 µM]
CC(=O)N(CN1C(=O)CCC1C(=O)O)c1ccccc1Cl (stereo not given),99.4&78.5[100 µM]
NC1N=C(c2ccc(Cl)cc2)C2=C(N1)c1ccccc1CC2 (stereo not given),-97.6*![100 µM]
OCc1ccccc1OC1OC(CO)C(O)C(O)C1O (stereo not given),97.5&97.4[100 µM]
CC(=O)NC(CS/N=N/c1nc[nH]c1C(N)=O)C(=O)O (stereo not given),4.2*[100 µM]
O[C@H]1[C@H](O)[C@@H](Cn2nnc(-c3ccccc3)c2-c2ccccc2)OCO[C@@H]1Cn1nnc(-c2ccccc2)c1-c1ccccc1,-89.7*[100 µM]
COc1ccc(C2=C(N)c3c(Cl)cccc3C2=O)cc1,10.8&138.7[100 µM]
NC(N)=Nc1ccc(CC(N)C(=O)O)cc1 (stereo not given),110.7&107.2[12.5 µM]
CC(C)C1OC(N)=C(C#N)C1(C#N)C#N (stereo not given),24.7&62.1[100 µM]
CCc1cn(C2CC(CO)C(CO)S2)c(=O)[nH]c1=O (stereo not given),98.3&102.9[100 µM]
COc1ccc2nc3c4c(nccc4c2c1)-c1ncccc1C3=O,-100.0*[50 µM]
Cc1ccc(NC(=S)C#N)cc1Cl,-53.9*[100 µM]
COc1cc2c(cc1C1COc3cc4occc4cc3C1=O)OCO2 (stereo not given),80.4&88.2[100 µM]
COc1cc(CC2c3cc(OC)c(OC)cc3CCN2C)c(Oc2cc3c(cc2OC)-c2c(O)c(OC)cc4c2C(C3)N(C)CC4)cc1OC (stereo not given),-93.0*[100 µM]
N#Cc1c(-c2ccccc2)nc(-c2ccccc2)sc1=S,92.5&138.0[100 µM]
# (further entries)
SMILES,TK-10
O=S(=O)(O)c1cc(S(=O)(=O)O)c2c(Nc3ccnc4ccccc34)ccc(S(=O)(=O)O)c2c1,104.7&95.6[100 µM]
COc1c(OC/C=C(\C)CCC=C(C)C)ccc2ccc(=O)oc12,94.1[100 µM]
NC(=O)c1[nH]cnc1/N=N/SCC(N)C(=O)O (stereo not given),8.1*[100 µM]
CCOc1cc2c(cc1O)C=C[C@@H]1[C@@H]2CC[C@]2(C)[C@@H](O)CC[C@@H]12,-100.0*[100 µM]
COc1ccc(/C=c2\[nH]c3nc(=O)c(N4CCCCC4)c(N)n3c2=O)cc1,10.2&76.4[100 µM]
COC(=O)C(=O)C(C(=O)C(=O)Nc1ccccc1OC)c1nc2ccc([N+](=O)[O-])cc2[nH]c1=O (stereo not given),68.0&120.6[100 µM]
Cc1cc2nn(C3CCCO3)nc2cc1C (stereo not given),100.6&81.3[100 µM]
S=C1NC2=C(COc3ccccc32)C(c2ccc(Cl)cc2)N1 (stereo not given),-100.0*[100 µM]
CCOC(=O)COc1cc(-c2ccccc2)nc2cc(F)ccc12,90.1&95.9[100 µM]
O=C1C2=Cc3ccccc3OC2(O)Oc2cc(O)cc(O)c21 (stereo not given),115.2&102.0[100 µM]
COc1ccccc1NC(=O)C(=O)Cc1cnc2ccccc2n1,99.1&145.6[100 µM]
COC(=O)C(Cc1nc2ccccc2[nH]c1=O)C(=O)C(=O)Nc1cc(C(F)(F)F)ccc1Cl (stereo not given),0.3*[100 µM]
O=C(CCc1ccccc1)On1c(-c2ccccc2)nc2ccccc2c1=S,-36.2*[100 µM]
C=CCO/N=C/c1cc(NC(=S)c2ccoc2C)ccc1Cl,-93.1*[100 µM]
O=S(=O)(O)c1cc(Nc2ccnc3ccccc23)c2c(S(=O)(=O)O)cc(S(=O)(=O)O)cc2c1,106.6&106.8[100 µM]
COc1c(-c2cccs2)oc2c(CC(=O)O)cccc2c1=O,91.8&116.4[100 µM]
CCC#CCCCCCCCCC(F)C(=O)O (stereo not given),107.9&100.6[100 µM]
c1ccc2nn(C3CCCO3)nc2c1 (stereo not given),104.7&102.6[100 µM]
C=CC1=C(C)C2=NC1=CC1=NC(=C(CC)/C1=C/O)C=C1C=C3C(=O)C(C(=O)OC)C(=C4NC(=C2)C(C)C4CCC(=O)OC/C=C(\C)CCCC(C)CCCC(C)CCCC(C)C)C3=N1 (stereo not given) (tested in a mixture with another compound),92.4&134.0[100 µM]
CC12NC(=C(C#N)C#N)C(C#N)=C3NC(N)=C(C#N)C(=C31)Oc1ccccc12 (stereo not given),-82.1*![100 µM]
CC1OC(O[C@@H]2OC=C(C=O)[C@@]3(O)CC[C@H](C)[C@@H]23)C(O)C(O)C1O (stereo not given in full),92.9&99.1[100 µM]
CC1=C(/C=C/Cl)CC(Cl)C(C)(Cl)C1 (stereo not given),95.3&113.7[100 µM]

# In another format: results already given.
CC12NC(=C(C#N)C#N)C(C#N)=C3NC(N)=C(C#N)C(=C31)Oc1ccccc12 (stereo not given)
  TK-10: -82.1*![100 µM]
CC1OC(O[C@@H]2OC=C(C=O)[C@@]3(O)CC[C@H](C)[C@@H]23)C(O)C(O)C1O (stereo not given in full)
  TK-10: 92.9&99.1[100 µM]
CC1=C(/C=C/Cl)CC(Cl)C(C)(Cl)C1 (stereo not given)
  TK-10: 95.3&113.7[100 µM]

# Screening results deposited in PubChem BioAssay by NCI.

# Not all compounds are listed; the hit share may differ from the screen's.
